High-throughput results deposited in PubChem by Broad Institute.
LGR2 inh: inhibitors of bursicon-induced Drosophila LGR2 receptor cAMP signaling; HEK293 LGR2, CRE-luciferase, bursicon-stimulated, 4 h; inhibition, % at 9.99 µM; 0.35% of 380,000 active; AID 720647;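 active = drop in luminescence signal, shown as inhibition above about 50% in the replicate tests, limit read from the data, passing the limit was not always enough; inconclusive = probably only some replicates passing the limit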;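 note: agonist challenge used bursicon conditioned medium at about half maximal strength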
ARNT TACC3 PPI: disruptors of human ARNT/TACC3 interaction; Q9Y6A5; AlphaScreen His-ARNT PAS-B/GST-TACC3 binding, luminescence; TACC3 fragment carries E629A point mutation; inhibition, % at 9.99 µM; 0.66% of 390,000 active;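 active = mean inhibition of replicates at least 50% and at least half of replicates each reaching 50%; inconclusive = half or more replicates reach 50% but mean below 50%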;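 note: 0% = complete ARNT plus TACC3 wells and 100% = ARNT alone without TACC3; many hits fall short of the cut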
DENV2 CPE: DENV2-induced cell death inhibition. DENV2-infected cells, cytopathic effect rescue, plate reader. CPE inhibition, % at 9.99 µM. 1.7% of 350,000 active. AID 651640; in the data active = CPE inhibition above about 20%, passing the limit was not always enough; inconclusive = no clear call, values can overlap the other calls; tested in BHK-21 cells;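 note: 0% = median of neutral control wells and 100% = median of positive control wells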
PAX8 inh HTS: lowers PAX8-driven luciferase in RMG-I cells. RMG-I TPO-luciferase reporter, SteadyGlo, 24 h. inhibition, % at 12.6 µM. 1.2% of 360,000 active. AID 652154;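 active = mean replicate inhibition at least 60% with every replicate also reaching 60%; inconclusive = only one of the two criteria is met; inactive = mean below 60% and not all replicates reaching 60%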;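 note: luciferase light reporting Pax8 driven TPO promoter activity; plate controls were median of neutral control wells for no effect and mitoxantrone controls for full effect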
SIRT5 block: sirtuin-5 (human) deacylase inhibition. Q9NXA8. Purified SirT5, succinyl-peptide AMC, trypsin-coupled fluorescence. inhibition, % at 15 µM. 1.1% of 330,000 active; in the data active = inhibition above about 15%; inconclusive = no clear call, values can overlap the other calls
Target sequence (Q9NXA8 whole entry, looked up): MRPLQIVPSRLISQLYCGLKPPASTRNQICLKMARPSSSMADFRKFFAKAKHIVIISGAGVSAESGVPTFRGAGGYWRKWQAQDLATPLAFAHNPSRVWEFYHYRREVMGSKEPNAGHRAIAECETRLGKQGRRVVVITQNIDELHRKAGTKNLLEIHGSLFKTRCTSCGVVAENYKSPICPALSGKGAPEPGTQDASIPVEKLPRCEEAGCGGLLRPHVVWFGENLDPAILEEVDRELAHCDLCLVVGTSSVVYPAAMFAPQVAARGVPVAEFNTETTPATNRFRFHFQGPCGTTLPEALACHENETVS
Casp6 inh: caspase-6 (human) enzyme inhibition; 0.53% of 350,000 active; inhibition, % at 12.5 µM; P55212; purified caspase-6, Z-VEID-R110 cleavage fluorescence;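 active = mean inhibition across replicates at least about 35%, with every replicate also reaching that limit, limit read from the data; inconclusive = only one of the two criteria met; inactive = neither criterion met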;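 note: 0% = median of neutral control wells and 100% = no fluorescence left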
Target sequence (P55212 24-179 limits assumed): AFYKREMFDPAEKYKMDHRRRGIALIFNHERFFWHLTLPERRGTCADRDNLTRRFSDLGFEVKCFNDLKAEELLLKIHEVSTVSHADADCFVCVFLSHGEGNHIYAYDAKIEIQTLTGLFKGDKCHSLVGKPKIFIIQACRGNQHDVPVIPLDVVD
Target sequence (P55212 194-293 limits assumed): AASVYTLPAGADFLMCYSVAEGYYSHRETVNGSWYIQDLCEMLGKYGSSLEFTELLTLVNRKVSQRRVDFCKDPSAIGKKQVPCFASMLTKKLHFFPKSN
EWS-Fli inh: inhibitors of EWS/Fli oncoprotein transcriptional activity; A673 NR0B1-luciferase reporter, viability-normalised; inhibition, % at 12.6 µM; 0.67% of 350,000 active;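 active = mean inhibition of at least 50% after viability correction, with every replicate also passing that limit; inconclusive = mean reaches 50% but only one of two replicates passes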;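 note: firefly luciferase signal divided by Alamar Blue viability fluorescence both relative to DMSO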
* hit, by the source's call; ? = inconclusive; nt = no result given; & = joins results of further samples.

smiles | LGR2 inh | ARNT TACC3 PPI | DENV2 CPE | PAX8 inh HTS | SIRT5 block | Casp6 inh | EWS-Fli inh
O=[N+]([O-])c1ccc(C(=S)N2CCCC2)cc1 | -5 | 6 | -4 | -6 | -1 | -5 | 6
CC(C)=CCC1=C(OCC(=O)O)C(=O)c2ccccc2C1=O | 26 | -78 | 0 | 1 | 1 | nt | 9
Cc1cc2c(N=NC(=O)C3CC3c3ccccc3)c(O)[nH]c2cc1Br (centres undefined) | 4 | -11 | nt | 11 | nt | nt | nt
C/C=C/c1ccc([C@@H]2[C@H](CO)N3CCCCN(C(=O)Nc4ccc(F)cc4)C[C@@H]23)cc1 | -6 | -2 | -1 | -6 | 2 | -1 | -6
O=C(O)CNC(=O)c1ccc(Sc2ccccc2)c([N+](=O)[O-])c1 | 8 | nt | 3 | 0 | 0 | 1 | 2
COc1cc(C(C)=O)ccc1OCC(O)CN1CCN(c2ccc(F)cc2)CC1 (centres undefined) | -6 | 1 | -1 | 19 | 1 | -3 | 12
Cc1nnc(NC(=O)C2CCN(S(=O)(=O)c3ccc(Cl)cc3)CC2)s1 | 19 | 17 | 4 | 13 | -5 | 1 | -8
CCOC(=O)N/N=C\c1ccc(OC(=O)c2ccc3c(c2)OCO3)cc1 | -7 | -2 | -7 | -16 | -1 | -1 | 3
COc1ccc(CNC(=O)Cc2cn(C)c3ccccc23)c(OC)c1 | -3 | 7 | 8 | 7 | -3 | -1 | -67
CCOc1ccc(Oc2ccc(Cl)cc2N)cc1 | -5 | -10 | -5 | -28 | -5 | 2 | -28
Cc1ccc(NC(=O)C2CCCN(S(=O)(=O)c3cccc4cccnc34)C2)cc1 (centres undefined) | -3 | -4 | 2 | -206 | 1 | 1 | -7
CCCCc1c(C)[nH]c(=S)[nH]c1=O | -11 | nt | -3 | 17 | -6 | -1 | -12
COc1ccc(-n2nc3c(c2NC(=O)c2ccccc2S(=O)(=O)C(F)F)CS(=O)(=O)C3)cc1 | 17 | 8 | ? | 2 | -3 | 6 | nt
O=C(/C=C/c1ccccc1)NCc1ccc2c(c1)OCO2 | -17 | -4 | 2 | 4 | -1 | -3 | -24
Cc1cccc(CN2CCc3c([nH]c4ccccc34)C2C(C)(C)C)n1 (centres undefined) | -2 | 7 | 4 | 20 | -7 | 0 | 15
C[C@@H]1CCCCO[C@@H](CN(C)C(=O)Nc2ccc(F)cc2)[C@H](C)CN([C@H](C)CO)C(=O)c2cc(NS(=O)(=O)c3ccc(F)cc3)ccc2O1 | 19 | 18 | 4 | 1 | nt | nt | 0
COc1ccc(NC(=O)COc2ccc(C)nc2[N+](=O)[O-])cc1S(N)(=O)=O | 6 | 22 | -2 | -9 | 2 | 3 | -4
COc1ccc(-n2cc(CN(C)CCO)c(-c3cccc(F)c3)n2)cc1 | -10 | -19 | 3 | 6 | -7 | -3 | 6
O=C(OCC(=O)N1CCN(C(=O)c2ccco2)CC1)c1cccc(S(=O)(=O)N2CCc3ccccc32)c1 | 15 | -2 | -1 | 101* | -1 | 6 | -5
Cc1ccc(NC(=O)C(=O)NCCCN2CCCC2=O)c(C)c1 | -15 | -4 | -7 | -66 | 0 | -6 | -33
CC(C)(C)c1nc(SCC(=O)c2ccccc2)c2ccccc2n1 | -90 | -4 | 0 | -149 | -7 | 2 | -67
CCOC(=O)c1ccccc1NC(=O)C1CC(=O)N(C2CCCCC2)C1 (centres undefined) | -12 | nt | 2 | -2 | 0 | 5 | 6
CC(C)(C)OC(=O)N[C@@H](Cc1ccccc1)C(=O)N[C@@H](CO)[C@H](O)[C@@H]1C[C@@H]1C(=O)NC1CC1 | 1 | -4 | nt | -9 | -2 | 1 | -3
Cc1ccc(-n2c(SCC(=O)Nc3cc(C)on3)nc3c([nH]c4ccccc43)c2=O)cc1 | -12 | -3 | 11 | 0 | -2 | -1 | -7
C[C@H](CO)N1C[C@H](C)[C@@H](CN(C)Cc2cccc(C(F)(F)F)c2)OCc2cnnn2CCCC1=O | 9&6 | -3 | -4&14 | 7&15&1 | -1&6 | -4&0 | 5&3&5

Laid out differently: entries from further up
mol: CCCCc1c(C)[nH]c(=S)[nH]c1=O
  LGR2 inh = -11 | ARNT TACC3 PPI = nt | DENV2 CPE = -3 | PAX8 inh HTS = 17 | SIRT5 block = -6 | Casp6 inh = -1 | EWS-Fli inh = -12
mol: COc1ccc(-n2nc3c(c2NC(=O)c2ccccc2S(=O)(=O)C(F)F)CS(=O)(=O)C3)cc1
  LGR2 inh = 17 | ARNT TACC3 PPI = 8 | DENV2 CPE = ? | PAX8 inh HTS = 2 | SIRT5 block = -3 | Casp6 inh = 6 | EWS-Fli inh = nt
mol: O=C(/C=C/c1ccccc1)NCc1ccc2c(c1)OCO2
  LGR2 inh = -17 | ARNT TACC3 PPI = -4 | DENV2 CPE = 2 | PAX8 inh HTS = 4 | SIRT5 block = -1 | Casp6 inh = -3 | EWS-Fli inh = -24

The listing continues.
smiles | LGR2 inh | ARNT TACC3 PPI | DENV2 CPE | PAX8 inh HTS | SIRT5 block | Casp6 inh | EWS-Fli inh
O=C(OCc1cn([C@@H]2CN(CC3CCCCC3)[C@@H](c3ccccc3)C[C@H]2O)nn1)c1ccccc1 | -1 | nt | 13 | -5 | 0 | -3 | -3
O=[N+]([O-])c1ccc(-c2nnc3cccc(Cl)n23)cc1 | -10 | -1 | -8 | -2 | -1 | 7 | -4
COc1ccc(NC(=O)N[C@@H]2CC[C@H](CCNC(=O)Nc3cc(F)ccc3F)O[C@@H]2CO)cc1 | 4 | 5 | -7 | nt | -5 | -44 | nt
COc1cccc(S(=O)(=O)N2C[C@H](O)COC[C@H]3O[C@H](CC(=O)N4CCOCC4)CC[C@@H]32)c1 | -14 | -6 | 12 | 2 | -6 | 1 | 0
COc1ccc(C(C)=O)cc1CSCC(=O)O | 7 | 4 | nt | 8 | nt | -2 | -11
C[C@@H]1CN([C@@H](C)CO)C(=O)c2cc(NC(=O)Nc3ccccc3)ccc2O[C@@H](C)CCCCO[C@@H]1CN(C)S(=O)(=O)c1cccs1 | -9 | 0 | -3 | -3 | 5 | 1 | -11
CCOC(=O)c1ccc(S(=O)(=O)Nc2cc(S(=O)(=O)Nc3ccc(OC)cc3)ccc2O)cc1 | 14 | 1 | -5 | -20 | -2 | 2 | 8
COc1cccc(S(=O)(=O)N[C@@H]2CC[C@H](CCNC(=O)Nc3cc(F)ccc3F)O[C@@H]2CO)c1 | -10 | 1 | ? | -1 | 0 | -169 | -5
CN1CCN(CC(=O)Nc2ccccc2C(F)(F)F)CC1 | 1 | -2 | 2 | 0 | 6 | -1 | -9

Ordered by SMILES length (smallest number first): part of the list above
smiles | LGR2 inh | ARNT TACC3 PPI | DENV2 CPE | PAX8 inh HTS | SIRT5 block | Casp6 inh | EWS-Fli inh
COc1ccc(C(C)=O)cc1CSCC(=O)O | 7 | 4 | nt | 8 | nt | -2 | -11
O=[N+]([O-])c1ccc(-c2nnc3cccc(Cl)n23)cc1 | -10 | -1 | -8 | -2 | -1 | 7 | -4
CCOC(=O)c1ccc(S(=O)(=O)Nc2cc(S(=O)(=O)Nc3ccc(OC)cc3)ccc2O)cc1 | 14 | 1 | -5 | -20 | -2 | 2 | 8
COc1cccc(S(=O)(=O)N[C@@H]2CC[C@H](CCNC(=O)Nc3cc(F)ccc3F)O[C@@H]2CO)c1 | -10 | 1 | ? | -1 | 0 | -169 | -5
